FBPA Giardia inh – Giardia lamblia aldolase inhibition; A8B2U2; purified Giardia FBPA; Potency, µM (top dose mostly 59.6 µM), inactives show at the highest dose activity, negative = inhibition, most hits filed as inhibitors; 290,000 tested, 0.71% active; AID 2451; further: potency means the concentration at half of the fitted maximal effect; on the % scale 0 is the no-effect control and ±100 the full control effect; nearly all actives have a fitted effect of over 55% in size
Target sequence (A8B2U2 whole entry, looked up): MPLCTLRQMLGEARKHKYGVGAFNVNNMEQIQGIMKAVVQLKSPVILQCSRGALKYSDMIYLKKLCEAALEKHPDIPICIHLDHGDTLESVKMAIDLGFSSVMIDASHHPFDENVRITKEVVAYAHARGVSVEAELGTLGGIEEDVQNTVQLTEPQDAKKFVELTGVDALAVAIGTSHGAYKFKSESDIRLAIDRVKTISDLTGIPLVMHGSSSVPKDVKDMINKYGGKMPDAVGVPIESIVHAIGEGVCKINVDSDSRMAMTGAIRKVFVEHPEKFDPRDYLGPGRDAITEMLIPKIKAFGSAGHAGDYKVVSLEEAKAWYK
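Giardia FBPA (40 nM reagent) was preincubated 10 min at RT with compound (up to 57.5 uM final), then substrate plus GAPDH/TPI/NAD/arsenate coupling system with diaphorase/resazurin was added; resorufin fluorescence (525/598 nm) was read after 20 min.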
Pf growth 96h – inhibits malaria parasite growth, 96 h | P. falciparum luciferase reporter growth, 96 h | Potency, µM (doses to about 28.7 µM), for the others: at the highest dose activity change, negative = inhibition, hits mostly inhibitors | 320,000 tested, 6.9% active | AID 504834; further: potency means the concentration at half of the fitted maximal effect; on the % scale 0 is the no-effect control and ±100 the full control effect
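Plates of compound plus infected erythrocytes (2% hematocrit, 0.05% parasitemia final) incubate 96 hours, 37 C, 5% CO2. Detection reagent added; reduced luminescence from the parasites' luciferase reporter flags inhibition.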
Pf growth 48h – P. falciparum growth inhibition at 48 hours (one generation). 310,000 tested, 5.9% active. P. falciparum luciferase growth in erythrocytes, 48 h. AID 504832. Potency, µM (top dose mostly 28.7 µM), for inactives: at the top dose activity change, negative = inhibition, actives largely listed as inhibitors; further: potency means the concentration at half of the fitted maximal effect; on the % scale 0 is the no-effect control and ±100 the full control effect
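Firefly luciferase activity from engineered P. falciparum reports growth; inhibitors lower the luminescent signal. Cultures contained 2% hematocrit erythrocytes at 0.1% final parasitemia.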
CHX counter – counter-screen hit for Shiga toxin inhibitors, cycloheximide; 300,000 tested, 12% active; AID 2314; max response, %; cell reporter, cycloheximide protein synthesis inhibition counterscreen; in the data active means max response mostly above about 13%, no sharp cut-off; inactive means mostly below about 14%; further: read at 38.3 µM for the half of the compounds with a filed dose; 0% is about no effect
HCV inh – blocks hepatitis C virus | Huh7.5.1 HCVcc-Cre infection, luciferase reporter, 44 h | Potency, µM (series often up to 41.8 µM), for the others: at the top dose activity change, negative = inhibition, hits mostly inhibitors | 340,000 tested, 3.4% active | AID 651820; further: potency means the concentration at half of the fitted maximal effect; on the % scale 0 is the no-effect control and ±100 the full control effect
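A cell-based infection assay in which seeded cells (1,000 per well) receive test compound after 4 h, are inoculated with HCVcc-Cre at approximately 0.5 moi, and are incubated 44 h before luminescence detection.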
Shiga inhibitor – Shiga toxin inhibition | Vero cells, Shiga toxin protein synthesis inhibition reporter | inhibition, % at 38.7 µM | 290,000 tested, 9.2% active; in the data active means inhibition mostly above about 28%, no sharp cut-off; inactive means mostly below about 43%; further: 0% is about no effect
* hit, by the source's call; u = inconclusive; x = no result given; & = joins results of further samples; ! = not active in a repeat; [ ] = remark or other dose. Unless noted, the call rests on the fitted dose curve; in most records, active means well fitted curve in the direction sought with a large enough effect; inconclusive means small, poorly fitted or top-dose-only effect, or another doubt; inactive means no such curve, though single readings can be large; an effect the other way counts as inactive or inconclusive.

cpd	SMILES	FBPA Giardia inh	Pf growth 96h	Pf growth 48h	CHX counter	HCV inh	Shiga inhibitor
1	CCCOC(c1ccccc1)(c1ccccc1)C(Oc1nc(C)cc(C)n1)C(=O)O (stereo not drawn)	7%	u	u	5	2%	27
2	Cc1ccc(-c2nn(-c3ccccc3)cc2C(=O)Nc2cccc(S(=O)(=O)N3CCOCC3)c2)cc1	-1%	u	u	-1	u	-11
3	O=C(Nc1cc(-c2ccccc2)sc1C(=O)O)c1cccc(F)c1	0%	u	-9%	19	3%	33
4	COc1ccc(C(C(=O)NC2CCCCC2)N(Cc2ccco2)C(=O)c2snc(C(N)=O)c2N)cc1 (stereo not drawn)	10%	u	u	-6	u	-10
5	CCC(NC(=O)CSc1nnnn1C1CC1)c1ccc(Br)cc1 (stereo not drawn)	x	u	u	x	9%	x
6	O=C(c1ccco1)N1CCN(c2ncnc3c2[nH]c2ccc(Br)cc23)CC1	-4%	u	9.3µM*	2	11µM*	-4
7	COc1ccc(NC2c3ccccc3C(=O)N2Cc2ccco2)cc1OC (stereo not drawn)	-23%	8%	-2%	-3	3%	11
8	O=C(Cn1c(C2CC2)nc2ccccc2c1=O)Nc1ccc(Br)cc1	4%	x	0%	-1	8%	26
9	CC(=O)CC(C)(C)NC(C)=S	3%	25%	14%	-3	13%	-6
10	CS(=O)(=O)c1cccc(C(=O)Nc2ccc3c(c2)OCCCO3)c1	-16%	94%[activator]	118%[activator]	35*	11%	59*
11	O=C(c1ccccc1)c1ccc(C(=O)N2CCOCC2)cc1	2%	17%	21%	-4	-6%	20
12	CC(=O)Nc1ccc(S(=O)(=O)N2CCN(C(=O)Cc3ccccc3)CC2)cc1	4%	u	-21%	-2	4%	16
13	Nc1[nH]c(=O)[nH]c(=O)c1N=Nc1cccc(Cl)c1	1%	7%	33%	-2	12%	14
14	NNC(=O)C12CC3CC(C1)CC(n1ncnn1)(C3)C2	5%	-26%	-7%	-2	27%	9
15	O=C(Oc1ccc(-c2nnco2)cc1)c1ccc(Br)o1	x	0%	18%	-2	7%	-37
16	O=C1SC(c2ccccc2)=C/C1=C\N1CCCCC1	11%	u	5%	23	11µM*	45
17	Cc1ccc(C(=O)CCC(=O)OCC(=O)Nc2ccc3[nH]c(=O)[nH]c3c2)cc1	x	10%	12%	x	2%	x
18	CCOc1ccc(-n2ccnc(SCC(=O)Nc3ccc(CC)cc3)c2=O)cc1	x	20%	-16%	x	24%	x
19	CNC(=S)N1CCC(Cc2ccccc2)CC1	2%	2%	u	1	6%	-10
20	COc1ccc(/C=C/C(=O)c2c(C)cc(C)[nH]c2=O)c2ccccc12	7%	u	u	-2	11µM*	-5
21	COc1cccc(CCNC(=O)C2CCC(=O)N(Cc3cccc(OC)c3)C2)c1 (stereo not drawn)	4%	51%[activator]	10%	5	-4%	14
22	CCOC(=O)Cn1nnc(-c2cc(OC)c(OC)c(OC)c2)n1	-1%	u	25%	4	9%	-7
23	COc1ccc(C(=O)Cn2c3ccccc3n3nc(CCC(=O)O)c(=O)nc23)cc1OC	-2%	u	x	-3	x	-23
24	O=C(CCl)c1ccc2c(c1)CCN2C(=O)C1CC1	-10%	10µM*	-15%	12	x	19
25	Cc1ccc(SCC2=NN(c3nc(C)cc(C)n3)C(=O)C2)cc1	20%	u	16%	14	9%	-14
26	Cc1ccc(C)c(NS(=O)(=O)c2cc(C(=O)NCC3CCCO3)ccc2C)c1 (stereo not drawn)	x	20%	-19%	2	4%	-7
27	CCOc1ccc(C(=O)Nc2ccccc2C#N)cc1[N+](=O)[O-]	2%	-12%	7%	-4	-23%	-3
28	CCOc1ccccc1N1C(=O)c2ccc(C(=O)Nc3cccnc3)cc2C1=O	-15%	u	13%	-4	10%	-3
29	CC1(C)N=C(c2ccc(Cl)cc2Cl)C(=O)N1	5%	21%	0%	-1	x	-24
30	O=C(COC(=O)c1ccc2c(c1)OCO2)Nc1cccc(F)c1	x	0%	-1%	x	-4%	x
31	CCCCCC(=O)Nc1nc(C)c(-c2csc(Nc3ccc(Cl)cc3)n2)s1	0%	u	15µM*	1	-22%	7
32	CCOc1ncccc1C(=O)OCc1cn2cc(Cl)ccc2n1	1%	u	1%	10	-13%	19
33	COc1ccc(-n2cnnc2SCC(=O)NC2CCS(=O)(=O)C2)cc1 (stereo not drawn)	23%	0%	4%	-2	-4%	16
34	NCC(O)c1ccc(O)cc1 (stereo not drawn)	u	4.3µM*!	12%&-4%	-2	-6%[8.37 µM]	18
35	COc1cc(C(=O)NCC(=O)NCC2COc3ccccc3O2)cc(OC)c1OC (stereo not drawn)	x	-26%	14%	x	-1%	x
36	CC(OC(=O)C(C)N1C(=O)C2C3C=CC(C4CC34)C2C1=O)C(=O)c1ccccc1 (stereo not drawn)	0%	31%[activator]	1%	-2	6%	2
37	CC(=O)NNc1nc(-c2ccccc2)c2cc(Br)ccc2n1	4%	24%	6%	-2	-2%	-8
38	CCCC1(CCC)NC(=O)N(CC(=O)N2CCN(C(=O)c3ccco3)CC2)C1=O	9%	-21%	x	-3	-1%	-6
39	Cc1ccccc1C1c2[nH]c3ccccc3c2CCN1C(=O)c1ccc(=O)n(C)n1 (stereo not drawn)	8%	13µM*	u	-2	1%	9
40	Cc1ccccc1C(=O)NCC(=O)OC1CCCCC1=O (stereo not drawn)	x	3%	3%	x	-17%[8.37 µM]	x
41	C=CCNC(=O)NC(=O)CSc1nnc(C(F)(F)F)n1C	5%	70%	-10%	5	-6%	22
42	Cc1nc2ccc(-c3nc4cc(N)ccc4o3)cc2[nH]1	1%	u	u	21*	10µM*	27*
43	C/C(=N/Nc1cc(-c2ccccc2)nc(-c2ccccc2)n1)c1ccc(O)cc1	2%	u	u	23*	u	31
44	N#Cc1c(NC(=O)COC(=O)c2ccc(O)cc2O)sc2c1CCC2	x	u	16%	x	7.1µM*	x
45	O=C(Cn1cc([N+](=O)[O-])cn1)Nc1ccccn1	1%	u	12%	-1	-4%	-23
46	O=C(NCCC1=CCCCC1)c1ccc(Cl)cc1	-4%	87%[activator]	101%[activator]	33*	x	46
47	CN(Cc1ccc(-n2cccn2)cc1)Cc1cn(C)nc1-c1ccccc1F	1%	u	-20%	-1	-8%	-8
48	Cc1ccc(-c2nc3ncccn3c2Nc2ccc3c(c2)OCCO3)cc1	8%	12µM*	x	3	4%	-5
49	Cc1cc(C)cc(N(C(C)C(=O)N2CCCCC2)S(C)(=O)=O)c1 (stereo not drawn)	1%	u	7%	-2	9%	43
50	O=C(Nc1cc(Br)ccc1O)c1cnn2c(C(F)F)cc(C3CC3)nc12	-8%	-23%	4.1µM*	-2	u	-1
51	O=C(c1cnn(C(=O)c2ccc(O)cc2)c1)c1ccccc1O	2%	86%[activator]	26%[5.75 µM]	5	x	10
52	C/C=C/C(=O)Nc1ccccc1Br	2%	14%	x	-3	-2%	34
53	COc1cccc(NC(=O)CN(C)C(=O)CC2CC3CCC2C3)c1 (stereo not drawn)	x	u	-5%	x	11%	x
54	Cc1cc(C(=O)Cn2nc(C(=O)O)c3ccccc3c2=O)c(C)n1CC(F)(F)F	3%	71%[activator]	90%[activator]	36*	-16%	189*
55	CN1CC=C(c2c[nH]c3ccccc23)CC1	-8%	24%	2.6µM*	-1	6.3µM*	-6
56	O=c1[nH]c(Cc2cccc(C(F)(F)F)c2)nc2ccccc12	-4%	-5%	u	-7	7%	-10
57	O=C(Nc1ccc(N2CCOCC2)cc1)C1CCCN(S(=O)(=O)c2ccccc2)C1 (stereo not drawn)	-1%	x	u	-2	-24%	-4
58	O=C(O)c1ccc(Nc2c3ccccc3nc3ccccc23)cc1	-21%	8%	2.1µM*	13	-4%	5
59	Cc1cc(Br)ccc1NC(=O)CNC(=O)COc1ccccc1C	x	-3%	-16%	x	0%	x
60	CC1CCCN(S(=O)(=O)c2ccc(S(=O)(=O)NC(C)c3cccs3)cc2)C1 (stereo not drawn)	-8%	-8%	x	0	-4%	20

The list goes on:
cpd	SMILES	FBPA Giardia inh	Pf growth 96h	Pf growth 48h	CHX counter	HCV inh	Shiga inhibitor
61	Cc1cc(C)n2nc(C(=O)OC(C)C(=O)c3cc(C)c(C)cc3C)nc2n1 (stereo not drawn)	x	46%[activator]	11%	x	3%	x
62	O=C(CSc1ccc2c(c1)OCCO2)N1CCN(c2ccccc2)CC1	x	12%	19%	x	-1%	x
63	CCNC(=O)c1cccc(S(=O)(=O)N2CCCCCC2)c1	3%	u	-23%	-2	16%	0
64	O=C(NCCc1ccc(F)cc1)C(=O)NCC1CCCN1S(=O)(=O)c1cccs1 (stereo not drawn)	x	u	13µM*	x	u	x
65	CC(C)CC(c1nnnn1Cc1ccco1)N1CCN(C2CCCC2)CC1 (stereo not drawn)	9%	24%	4%	-4	-3%	-35
66	NC(=O)c1c(NC(=O)C2CCCO2)sc2c1CCCC2 (stereo not drawn)	-11%	155%[activator]	139%[activator]	38*	-3%	56*
67	CSc1nsc(SC)c1C(=O)Nc1ccc(C(C)(C)C)cc1	-14%	u	u	10	6%	53*

Compound activity (PubChem)
